FBPA Giardia inh – Giardia lamblia aldolase inhibition; purified Giardia FBPA; Potency, µM (series often up to 59.6 µM), for the others: top-dose activity, negative = inhibition, most hits filed as inhibitors; hit rate 0.71% among 290,000; further: potency means the concentration at half of the fitted maximal effect; on the % scale 0 is the no-effect control and ±100 the full control effect; nearly all actives have a fitted effect of over 55% in size
Target sequence (A8B2U2 whole entry, looked up): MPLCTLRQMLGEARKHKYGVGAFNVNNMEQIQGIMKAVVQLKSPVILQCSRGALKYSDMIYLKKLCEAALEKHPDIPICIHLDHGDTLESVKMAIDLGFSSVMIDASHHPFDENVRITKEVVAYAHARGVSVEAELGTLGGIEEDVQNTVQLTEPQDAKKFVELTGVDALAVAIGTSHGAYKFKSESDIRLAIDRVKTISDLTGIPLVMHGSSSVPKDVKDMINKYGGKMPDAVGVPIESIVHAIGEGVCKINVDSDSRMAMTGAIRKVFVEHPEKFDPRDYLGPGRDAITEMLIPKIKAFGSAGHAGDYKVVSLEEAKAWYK
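40 nM FBPA preincubated 10 min at RT with compound (up to 57.5 uM final), then substrate plus GAPDH/TPI/NAD/arsenate coupling and diaphorase/resazurin added. Fluorescence read after 20 min at RT, 525/598 nm.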
CHX counter – counter-screen for Shiga toxin inhibitors: cycloheximide protein synthesis inhibition; cell reporter, cycloheximide protein synthesis inhibition counterscreen; max response, %; hit rate 12% among 300,000; in the data active means max response mostly above about 13%, no sharp cut-off; inactive means mostly below about 14%; further: read at 38.3 µM for the half of the compounds with a filed dose; 0% is about no effect
Shiga toxin inh – blocks Shiga toxin action in Vero cells. Vero cells, Shiga toxin protein synthesis inhibition reporter. inhibition, % at 38.7 µM. hit rate 9.2% among 290,000. AID 2315; in the data active means inhibition mostly above about 28%, no sharp cut-off; inactive means mostly below about 43%; further: 0% is about no effect
Pf growth 48h – P. falciparum growth inhibition at 48 hours (one generation) | AID 504832 | hit rate 5.9% among 310,000 | Potency, µM (series often up to 28.7 µM), inactives show at the highest dose activity change, negative = inhibition, hits mostly inhibitors | P. falciparum luciferase growth in erythrocytes, 48 h; further: potency means the concentration at half of the fitted maximal effect; on the % scale 0 is the no-effect control and ±100 the full control effect
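Firefly luciferase activity from engineered P. falciparum reports growth; inhibitors lower the luminescent signal. Cultures contained 2% hematocrit erythrocytes at 0.1% final parasitemia.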
Pf growth 96h – P. falciparum growth inhibition at 96 hour, primary screen for plastid delayed-death inhibitors; P. falciparum luciferase reporter growth, 96 h; Potency, µM (titrated, usually from 28.7 µM), for the others: at the top dose activity change, negative = inhibition, actives largely listed as inhibitors; hit rate 6.9% among 320,000; further: potency means the concentration at half of the fitted maximal effect; on the % scale 0 is the no-effect control and ±100 the full control effect
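96 h incubation, 37 C, 5% CO2, of luciferase-reporter P. falciparum-infected RBCs (2% hematocrit, 0.05% parasitemia final) with test compounds; endpoint luminescence.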
Sm TGR inh – blocks Schistosoma mansoni thioredoxin glutathione reductase; hit rate 3% among 360,000; purified TGR, DTNB reduction, TNB absorbance 405 nm; Potency, µM (highest dose often 114 µM), for the others: top-dose activity change, negative = inhibition, usual class: inhibitors; AID 485364; Q962Y6; further: potency means the concentration at half of the fitted maximal effect; on the % scale 0 is the no-effect control and ±100 the full control effect; nearly all actives have a fitted effect of over 60% in size
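First, TGR (20 nM dispensed) and NADPH were mixed with compound. Second, a 15 min room-temperature incubation followed. Third, further NADPH and then DTNB were added to start the reaction. Finally, TNB absorbance was monitored kinetically.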
* hit, by the source's call; ? = inconclusive; . = no result given; & = joins results of further samples; [ ] = dose if it differs, or a comment. Unless noted, the call rests on the fitted dose curve; in most records, active means well fitted curve in the direction sought with a large enough effect; inconclusive means small, poorly fitted or top-dose-only effect, or another doubt; inactive means no such curve, though single readings can be large; an effect the other way counts as inactive or inconclusive. This is a random part of the collection (roughly 24% active in at least one column).

A first look:
Molecule	FBPA Giardia inh	CHX counter	Shiga toxin inh	Pf growth 48h	Pf growth 96h	Sm TGR inh
CCOc1ccc(/C(O)=C2/C(=O)C(=O)N(CCN(CC)CC)C2c2cccs2)cc1 (stereo not drawn)	2.6%	43.3*	50.6*	33.0%[activator]	30.1%[activator]	22.4µM*
COc1ccc(N(CC(O)CN2CCOCC2)S(=O)(=O)c2ccccc2)cc1 (stereo not drawn)	.	-1.2	17.5	5.7%	?	-10.2%

Main list (from the top)
Molecule	FBPA Giardia inh	CHX counter	Shiga toxin inh	Pf growth 48h	Pf growth 96h	Sm TGR inh
CCOc1ccc(/C(O)=C2/C(=O)C(=O)N(CCN(CC)CC)C2c2cccs2)cc1 (stereo not drawn)	2.6%	43.3*	50.6*	33.0%[activator]	30.1%[activator]	22.4µM*
COc1ccc(N(CC(O)CN2CCOCC2)S(=O)(=O)c2ccccc2)cc1 (stereo not drawn)	.	-1.2	17.5	5.7%	?	-10.2%
CC12c3ccccc3C(c3ccccc31)C1C(=O)N(c3ccncc3)C(=O)C12 (stereo not drawn)	1.2%	-3.0	15.1	-11.9%	-28.5%	0.0%[57.1 µM]
O=C(COC(=O)c1ccc(F)cc1F)Nc1cccnc1Cl	.	.	.	10.7%	27.8%	5.6%
CCSc1nc2sc3c(c2c(=O)n1CC)CC(C)(C)OC3	1.2%	3.1	-7.8	33.3%[activator]	?	0.0%
CC(=O)Nc1ncc(Cc2cc(Cl)ccc2Cl)s1	0.1%	-0.6	11.2	17.0%	-20.0%	0.0%
C=CCn1c(SCC(=O)NC2CC2)nnc1-c1cccc(OC)c1	-22.6%	-2.0	-12.0	37.2%[activator]	60.1%[activator]	-7.2%
CCC(C)C(=O)Nc1nc(C)c(-c2csc(Nc3ccccc3OC)n2)s1 (stereo not drawn)	-8.5%	-3.7	-13.5	9.28µM*	11.7µM*	-29.7%
CCCCCCCCOC(=O)C[N+](C)(C)C/C=C(/C)Cl	-8.5%	-1.3	6.2	2.62µM*	4.15µM*	1.5%
CS(=O)(=O)c1ccc(Cl)c(NC(=O)COC(=O)c2ncc(Cl)c(Cl)c2Cl)c1	.	.	.	-4.3%	19.4%	-20.6%
C=CCN(CC=C)S(=O)(=O)c1ccc(C(=O)Nc2nc3c(s2)CCc2ccccc2-3)cc1	-5.2%	-6.1	-8.5	-6.4%	?	-12.2%
COc1ccc(CN(C)C(=O)c2ccc3c(=O)n4c(nc3c2)CCC4)c(OC)c1	.	.	.	?	?	-12.9%
CCS(=O)(=O)N1CCN(C(=O)c2cccc3ccccc23)CC1	1.2%	-3.0	.	-26.1%	-14.8%	4.8%
COc1cc(=O)n(C)c2c(OCC(O)C(C)(C)O)cccc12 (stereo not drawn)	-3.3%&-4.6%	.	.	35.4%[activator]	44.4%[activator]	-1.8%
COC(=O)C(C)n1cnc2c(nnn2-c2cccc(Cl)c2)c1=O (stereo not drawn)	4.4%	-1.6	26.0	.	-9.8%	6.1%
O=C(Nc1nc2c(Cl)cccc2s1)C1CC1	-2.4%	15.0	27.2	29.4%	38.3%[activator]	-13.6%
COc1cc(C(=O)NCC(C)C)cc(OC)c1OC	-1.3%	-3.1	-15.3	.	21.8%	12.8%
Cc1ccc(NC(=S)NC(=O)c2sc3ccccc3c2Cl)c(C(=O)O)c1	3.3%	9.7	33.2	11.2%	22.1%	.
Cc1ccc(NC(=O)Cn2c(=S)[nH]c3ccccc32)cc1	0.5%	21.9*	41.7	20.3%	?	-11.7%
CCN(CC)C(=O)CC(c1ccc(OC)cc1)c1c(OC)cc(OC)c2c(-c3ccccc3)cc(=O)oc12 (stereo not drawn)	0.6%	6.6	-1.9	.	.	.
CCN(CC(=O)Nc1ccc(OC)cc1)C(=O)c1ccc2[nH]c3c(c2c1)CC(C)CC3 (stereo not drawn)	.	.	.	?	?	-12.6%
COc1cc(NS(=O)(=O)c2ccc(NC(C)=O)cc2)nc(OC)n1	0.0%	-2.2	-9.7	-4.0%	.	0.4%
Cc1ccc(-c2nnc(Oc3ccc(NC(=O)c4ccccc4)cc3)c3ccccc23)cc1	2.8%	-7.3	-11.0	-9.9%	?	-2.1%
CCC1(C)Cc2c(sc3nc(SCC(=O)c4ccccc4)[nH]c(=O)c23)CO1 (stereo not drawn)	-5.5%	-1.2	-3.6	-10.5%	2.4%	-3.5%
COc1ccccc1NC(=O)c1nn(-c2ccc(OC(F)(F)F)cc2)ccc1=O	0.4%	-4.5	-3.5	8.3%	34.5%[activator]	-10.6%
CCOC(=O)/C(C#N)=C/c1cc2ccccc2nc1Cl	-23.7%	8.2	17.1	?	3.9%	-3.3%
CS(=O)(=O)N(CC(=O)N1CCN(Cc2ccccc2)CC1)c1ccccc1F	-0.8%	-1.8	-5.3	6.8%	-1.7%	-18.0%
COc1ccccc1NC(=O)C1CCCN(c2cc(C)nc3ncnn23)C1 (stereo not drawn)	-5.5%	-3.7	2.3	-9.0%	?	-17.6%
CC(C)[C@H](NC(=O)N1CCn2c1nc1ccccc12)C(=O)NCCc1ccccc1	.	11.9	31.8	?	?	-2.5%
NC(=O)N/N=C/c1sc(=O)n(-c2ccccc2)c1Cl	-0.7%	15.6*	46.8	27.8%	25.4%	31.6µM*
CCOC(=O)c1ccccc1NC(=O)N1CCn2c(C)ccc2C1CC (stereo not drawn)	?	-2.8	-12.4	0.0%	.	7.08µM*
O=C(COc1ccc2cc(-c3ccccc3)c(=O)oc2c1)NCC1CCC(C(=O)O)CC1 (stereo not drawn)	12.0%	-3.9	-3.2	44.1%[activator]	-11.0%	0.3%
Cc1ccc(NC(=O)Cn2nnc(C(=O)NCc3ccc(Cl)cc3)c2N)cc1F	6.2%	-0.1	-1.9	47.2%[activator]	-56.4%	0.9%
CC1CCCC(C)N1/N=C/c1ccc([N+](=O)[O-])cc1 (stereo not drawn)	-6.6%	42.7*	54.1*	8.9%	2.0%	8.8%
Cc1cc(C)cc(OCC(=O)OCC(=O)c2c(N)n(C)c(=O)n(C)c2=O)c1	2.8%	-3.9	-3.9	21.6%	.	-2.4%
NC(=O)Nc1ccccc1C(=O)Nc1ccc2ccccc2c1	-3.2%	-1.7	.	59.0%[activator]	49.3%[activator]	-1.7%
O=C(CCCn1c(=O)[nH]c2ccccc2c1=O)NC1CCCCCC1	-1.0%	12.8	13.2	?	-28.6%	1.2%
COc1ccc(N2CCN(C(=O)COC(=O)c3c(-c4ccccc4)noc3C)CC2)cc1	.	.	.	-17.8%	-1.3%	-0.5%
COc1cccc(Nc2ncnc3nc[nH]c23)c1	-20.4%	15.6*	50.3*	40.5%[activator]	?	3.0%
CCOC(=O)c1c(NC(=O)c2c(C(=O)O)cccc2[N+](=O)[O-])sc2c1CCCC2	10.6%	-0.4	-5.6	18.6%	8.8%	7.8%
COc1ccc(C(=O)c2c(C)oc3ccc(O)cc23)cc1	-5.2%	28.9*	32.3*	37.7%[activator]	16.1%	-0.2%
O=C(O)C1CCCCC1C(=O)Nc1ccc2c(c1)OCO2 (stereo not drawn)	5.2%	-0.8	-9.2	20.6%	38.8%	-3.3%
CC(=O)Nc1cccc(C(=O)O)n1	?	-6.4	12.8	7.5%	-0.7%	.
O=C1NC(=O)c2c(NC(=O)C3CCCO3)cccc21 (stereo not drawn)	-3.9%	-1.3	17.4	2.9%	.	?
N#Cc1c(N)nc(SCc2ccccc2)c(C#N)c1-c1ccco1	-11.9%	15.3*	5.8	?	39.0%[activator]	50.1µM*
COc1ccc(NC(=O)CSc2nnc(Cn3c(=O)sc4ccccc43)n2C)cc1	0.9%	-1.3	16.7	-8.2%	0.8%	-10.5%
COc1nc(NCCN2CCOCC2)nc(Nc2ccccc2)n1	6.2%	30.6	41.0	96.8%[activator]	12.3%	3.7%
CCOC(=O)c1ccc(N2C(=O)C(CC(=O)NC)N(CCc3ccc(OC)c(OC)c3)C2=S)cc1 (stereo not drawn)	-6.5%	10.7	-4.7	13.1µM*	1.7%	?
CCOC(=O)N/N=C\c1ccc(OC/C=C/c2ccccc2)c(OC)c1	.	11.9	22.5	1.85µM*	50.3%[activator]	2.7%
CC(=O)c1cc(-c2ccccc2)n(CC(=O)NCc2cccs2)c1C	-2.0%	-2.9	-14.7	-4.0%	8.4%	-10.8%
C[C@H](NC(=O)c1nc[nH]c1C(=O)NCC(=O)OC(C)(C)C)C(=O)OCc1ccccc1	-24.4%	-0.8	-5.1	34.1%[activator]	63.0%[activator]	-2.1%
O=C(CSc1nnc(-c2ccccc2)n1-c1ccc(Cl)cc1)N/N=C/c1ccccc1C(=O)O	11.9%	-0.5	31.1	1.8%	0.1%	-8.9%
Cc1cc(C)n2nc(C(=O)N/N=C/c3cn(C)nc3C)nc2n1	-5.2%	-1.0	19.9	23.8%	-2.8%	6.0%
O=C(COc1ncnc2ccc(Br)cc12)NCc1ccc2c(c1)OCO2	-2.7%	-2.8	-12.5	11.3%	.	1.4%
CC(=Nc1ccccc1C)C1=C(O)CSC1=O	-17.5%	1.5	-6.4	12.0%	.	-5.3%
COc1ccc(N2CCN(C(=O)CSc3ccccc3)CC2)cc1	-10.1%	16.9	32.2	16.4%	11.6%	?
Cc1cccc(C(c2c(C)nn(-c3ccccc3)c2N)c2c(C)nn(-c3ccccc3)c2N)c1	-5.2%	-3.5	-5.7	0.0%	?	-21.4%
O=C1COCCOCCOCCOCC(=O)NCCN1	4.4%	4.6	-4.6	26.2%	?	2.2%[57.1 µM]
O=C(CN1CCCC1)Nc1ccc(NC(=O)Nc2ccccc2)cc1	-5.5%	39.3*	54.0*	-3.1%	.	0.1%
Cc1c(C(=O)O)sc2nc(C)n(C)c(=O)c12	-4.1%	-1.9	-13.7	8.7%	0.0%	0.6%

Next part.
Molecule	FBPA Giardia inh	CHX counter	Shiga toxin inh	Pf growth 48h	Pf growth 96h	Sm TGR inh
CC(=O)NNC(=O)CCC(=O)Nc1ccccc1	9.8%	7.8	-5.1	37.8%[activator]	30.0%	5.1%
CCCN(CCC)CC(O)Cn1c2ccccc2c2ccccc21 (stereo not drawn)	-0.8%	-3.6	-8.4	?	?	-2.3%[57.1 µM]
CS(=O)(=O)N1CCCC(C(=O)Nc2cccc(F)c2)C1 (stereo not drawn)	4.6%	-2.5	-7.2	?	-16.9%	-2.8%
Cc1ccc(S(=O)(=O)N2CCCOC2CNC(=O)C(=O)NCc2ccc3c(c2)OCO3)cc1 (stereo not drawn)	.	-2.5	-8.3	-3.9%	-12.9%	1.5%
COCCNC(=O)C(=O)NCC1OCCN1S(=O)(=O)c1ccc2c(c1)OCCO2 (stereo not drawn)	0.6%	0.5	-18.1	-6.0%	10.3%	2.7%
CCN(C1CCS(=O)(=O)C1)S(=O)(=O)c1ccc2ccccc2c1 (stereo not drawn)	.	.	.	-1.0%	17.5%	-2.4%
Cc1cc(O)c(-c2cc(C(=O)Nc3sc4c(c3C(=O)NCc3ccco3)CCC4)[nH]n2)cc1C	2.5%	-2.1	-7.2	1.17µM*	1.85µM*	7.9%
CN(C)c1nc(N(C)C)nc(N(C)C)n1	-2.0%	-4.5	-5.2	-10.5%	0.0%	-0.2%

Looked up by structure from the list above:
Molecule	FBPA Giardia inh	CHX counter	Shiga toxin inh	Pf growth 48h	Pf growth 96h	Sm TGR inh
CC(=O)NNC(=O)CCC(=O)Nc1ccccc1	9.8%	7.8	-5.1	37.8%[activator]	30.0%	5.1%
CCCN(CCC)CC(O)Cn1c2ccccc2c2ccccc21 (stereo not drawn)	-0.8%	-3.6	-8.4	?	?	-2.3%[57.1 µM]

Source: PubChem (National Center for Advancing Translational Sciences (NCATS))
